Assay outcomes: PubChem, National Center for Advancing Translational Sciences (NCATS)
KCNH2 3.1 block – KCNH2 3.1 (human) potassium channel inhibition. U2OS KCNH2 3.1, thallium flux FluxOr; active compounds read low. activity change, % (tested at about 1.8 µM). 0.95% of 340,000 active. AID 720553;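 active means maximum activity change below -70%; inconclusive means maximum activity change from -70% to -50%; inactive means maximum activity change above -50%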;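 further: thallium influx rate constant from kinetic fluorescence after stimulation buffer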
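Measured as rate of thallium-driven FluxOr signal in transduced U2OS cells carrying the 3.1 channel, read kinetically for 2 min upon stimulation; values are rate constants scaled to DMSO control wells.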
Chronic BCR inh – chronic active BCR signaling inhibition; Potency, µM (series often up to 46.1 µM), inactives show at the top dose ratio change, negative = lower green/red ratio, usual class: inhibitors; 0.05% of 340,000 active; ABC-DLBCL IkBa-CBG/CBR reporter, luminescence ratio, 4 h; active means well fitted inhibition curve with a large enough effect in the signal ratio, with a control signal flat, not every such curve was filed as active; inconclusive means small, poorly fitted or top-dose-only effect, or effect the other way, or a change in a side signal; the % refers to the signal ratio;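 further: potency means the concentration at half of the fitted maximal effect; plate controls were basal doxycycline-induced cells for no effect and cells given 10 µM MG132 for full effect; MG132 reads +100%, hits lower the ratio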
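Concentration-response series (up to 46 uM) were applied to TMD8 dual-reporter cells for 4 h at 37C with doxycycline. Green/red ratio, after filter-overlap correction, defined %Activity; red signal alone was normalised to basal cells and zero luminescence.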
Coupling enz – inhibits coupling enzyme system, counter-screen for aldolase hits; activity change, negative = inhibition, % at 58.2 µM, hits read low; 0.67% of 290,000 active; coupling enzyme system counterscreen, AmpLite Red fluorescence; in the data active means activity change below about -30%
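Coupling enzymes only (glyceraldehyde-3-phosphate) + compound, at 57.5 uM final, 10 min RT; add substrate/coupling/AmpLite Red mix, 20 min RT; fluorescence ex 525/em 598 nm. Actives flag coupling-system interference.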
B2AR arrestin – beta2AR (human) beta-arrestin recruitment activity | P07550 | beta-arrestin recruitment to beta2AR, cell-based reporter | Potency, µM (top dose mostly 46.1 µM), without a hit: top-dose activation, most hits filed as activators | 0.02% of 330,000 active;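 further: potency means the concentration at half of the fitted maximal effect; 0% = DMSO controls and full agonism = EC100 isoproterenol or metaproterenol; nearly all actives have a fitted effect of over 65% in size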
Eya2 inh – inhibitors of human Eya2 phosphatase activity. O00167. recombinant Eya2, OMFP fluorescence dephosphorylation (OMFP is methylfluorescein phosphate). Potency, µM (top dose mostly 76.9 µM), for the others: top-dose activity, negative = inhibition, most hits filed as inhibitors. 0.006% of 330,000 active. AID 488837; further: potency means the concentration at half of the fitted maximal effect
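Eya2 protein (added as 0.2 uM solution) was preincubated with compound for 10 min at ambient temperature in 50 mM HEPES pH 7.5, 50 mM NaCl, 5 uM MgCl2, 0.05% BSA, 1 mM DTT. OMFP (added at 50 uM) then reacted 10 min; fluorescence read at 485/525 nm.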
GALK inh – blocks human galactokinase activity; Potency, µM (doses to about 57.5 µM), inactives show at the top dose activity change, negative = inhibition, actives largely listed as inhibitors; Purified GALK, Kinase-Glo residual ATP luminescence; 0.007% of 270,000 active; P51570; AID 1868; further: potency means the concentration at half of the fitted maximal effect
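Compounds were pin-transferred into ATP buffer (35 uM final), then GALK plus galactose (5 nM, 100 uM final) was added. After 1 h at room temperature, Kinase-Glo Plus was added and luminescence read after 10 min.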
uPA generation – cell surface uPA generation inhibition; cell surface uPA generation assay, qHTS; Potency, µM (series often up to 38.3 µM), inactives show at the highest dose activity change, negative = inhibition, most hits filed as inhibitors; AID 540303; 0.31% of 330,000 active; active means well fitted inhibition curve with a large enough effect; inconclusive means small, poorly fitted or top-dose-only effect; inactive means no such curve, though single readings can be large or run the other way; tested in mouse RAW 264.7 cells; further: potency means the concentration at half of the fitted maximal effect; nearly all actives have a fitted effect of over 55% in size
USP2a block – inhibitors of human ubiquitin-specific protease USP2a | Potency, µM (highest dose often 38.3 µM), for inactives: at the top dose activity change, negative = inhibition, usual class: inhibitors | USP2 core, Ub-CHOP2 coupled fluorogenic reporter, 485/531 | O75604 | AID 463254 | 0.01% of 330,000 active;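 further: potency means the concentration at half of the fitted maximal effect; plate controls were DMSO wells for no effect and full inhibition by NEM control for full effect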
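Cell-free coupled assay: 10nM USP2 core preincubated 30min RT with compound in Tris-HCl pH 8.0/CaCl2/CHAPS buffer, then 25nM Ub-CHOP2 and 25nM reporter substrate; fluorescence (Ex 485/Em 531) read after 60min RT, normalized to NEM inhibition, concentration-response curves fitted.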
KCNH2 WT inh – KCNH2 (human, wildtype) channel inhibition | U2OS, BacMam KCNH2, thallium flux FluxOr; active compounds read low | Q12809 | 0.37% of 340,000 active | activity change, % at 1.84 µM | AID 720551;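 active means maximum activity change below -70%; inconclusive means maximum activity change between -70% and -50%; inactive means maximum activity change above -50%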
Target sequence (Q12809 whole entry, looked up): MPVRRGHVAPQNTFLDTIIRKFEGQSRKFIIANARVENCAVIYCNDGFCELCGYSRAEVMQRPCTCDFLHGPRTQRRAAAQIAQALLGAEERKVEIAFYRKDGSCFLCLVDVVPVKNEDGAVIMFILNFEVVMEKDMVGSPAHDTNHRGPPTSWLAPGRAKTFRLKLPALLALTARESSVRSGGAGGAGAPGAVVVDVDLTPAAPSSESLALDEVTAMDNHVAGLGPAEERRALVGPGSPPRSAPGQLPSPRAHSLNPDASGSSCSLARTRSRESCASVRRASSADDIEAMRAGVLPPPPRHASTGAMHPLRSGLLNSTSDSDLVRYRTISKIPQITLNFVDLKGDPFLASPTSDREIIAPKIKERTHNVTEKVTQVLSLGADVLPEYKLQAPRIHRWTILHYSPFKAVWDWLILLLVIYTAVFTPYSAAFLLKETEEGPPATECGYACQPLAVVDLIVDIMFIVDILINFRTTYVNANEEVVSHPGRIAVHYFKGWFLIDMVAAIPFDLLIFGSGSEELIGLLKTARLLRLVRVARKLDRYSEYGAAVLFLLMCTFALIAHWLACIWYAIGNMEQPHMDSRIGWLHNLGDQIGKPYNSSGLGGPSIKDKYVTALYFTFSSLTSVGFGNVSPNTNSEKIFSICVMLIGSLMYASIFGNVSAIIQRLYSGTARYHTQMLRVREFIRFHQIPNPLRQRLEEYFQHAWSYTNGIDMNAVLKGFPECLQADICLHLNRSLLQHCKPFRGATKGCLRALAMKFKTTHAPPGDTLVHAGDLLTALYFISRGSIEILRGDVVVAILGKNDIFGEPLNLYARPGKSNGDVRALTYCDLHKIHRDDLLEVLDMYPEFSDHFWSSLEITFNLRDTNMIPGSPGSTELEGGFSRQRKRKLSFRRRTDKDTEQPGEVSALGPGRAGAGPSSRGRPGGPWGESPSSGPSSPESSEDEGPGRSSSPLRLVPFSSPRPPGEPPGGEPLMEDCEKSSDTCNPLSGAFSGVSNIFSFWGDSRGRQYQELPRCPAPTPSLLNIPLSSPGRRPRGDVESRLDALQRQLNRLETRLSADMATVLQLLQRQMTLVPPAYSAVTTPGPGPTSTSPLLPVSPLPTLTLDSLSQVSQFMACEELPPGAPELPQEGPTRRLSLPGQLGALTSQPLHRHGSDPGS
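U2OS cells were transduced with wild-type KCNH2 virus (2.03 x 10^8 / mL) for 4 h at room temperature, then cultured overnight at 37 C. Thallium flux was read with FluxOr dye. Rate constants were normalized to DMSO controls.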
PKM2 act – increases activity of human pyruvate kinase M2 | 0.34% of 260,000 active | Potency, µM (titrated, usually from 57.5 µM), for inactives: top-dose activation, usual class: activators | AID 1631 | purified PKM2, Kinase-Glo ATP luminescence, activation; response scale: 0% is enzyme alone, no compound; further: potency means the concentration at half of the fitted maximal effect; nearly all actives have a fitted effect of over 55% in size
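ATP formation by purified human PK-M2, quantified via coupled luciferase luminescence after 1 h at room temperature with 0.1 mM ADP and 0.5 mM PEP final.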
Giardia killer – Giardia lamblia killing. Giardia lamblia trophozoite viability. activity change, % at 7.66 µM, hits read low. 0.15% of 340,000 active. AID 540267; in the data active means activity change below about -80%; inconclusive means between about -30% and that limit;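 further: parasites exposed to compound for two days anaerobically before the ATP read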
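Giardia trophozoites, 100 cells per well, were exposed to compounds for 48 hrs at 37 deg C under anaerobic conditions; viability was then read as ATP content by bioluminescence after 15-30 min at room temperature.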
* hit, by the source's call; ? = inconclusive; / = no result given; [ ] = another dose, or the depositor's remark. Unless noted, the call rests on the fitted dose curve; in most records, active means well fitted curve in the direction sought with a large enough effect; inconclusive means small, poorly fitted or top-dose-only effect, or another doubt; inactive means no such curve, though single readings can be large; an effect the other way counts as inactive or inconclusive. Unless noted, on the % scale 0 is the no-effect control and ±100 the full control effect.

SMILES	KCNH2 3.1 block	Chronic BCR inh	Coupling enz	B2AR arrestin	Eya2 inh	GALK inh	uPA generation	USP2a block	KCNH2 WT inh	PKM2 act	Giardia killer
COc1cc(/C=C2\SC(=S)N(NC(=O)c3ccc(O)cc3)C2=O)ccc1O	3	1%	7	0.2%	?	5%	-1%	2%	2	/	-1
CCCNC(=O)c1ccccc1NC(=O)c1ccc2c(c1)NC(=O)C(C)S2 (configuration not stated)	-20	?	/	-0.5%	-13%	-2%	?	-2%	14	-11%	2
Cc1ccc(C)c(OCC(=O)NC2CCCCCC2)c1	-3	2%	/	-0.8%	-9%	-4%	8%	2%	-1	3%	-8
COc1ccc(C2CC(=O)NC3=C2C(=O)CCC3)cc1Cl (configuration not stated)	11	7%	2	-3.3%	-3%	1%	-9%	4%	-2	3%	10
Nc1ccc(C(=O)OCCCc2nc3ccccc3[nH]2)cc1	-5	-13%	-3	0.3%	-14%	4%	5%	-2%	5	-10%	35[activator]
C=CCNc1cc(C)oc(=O)c1C(=O)CC	1	7%	4	-0.2%	6%	4%	-10%	0%	-5	-4%	15
CS(=O)(=O)N1CCC(Oc2ccccc2C(=O)N2CCC[C@H]2CO)CC1	27	3%	/	-0.6%	-5%	-3%	7%	0%	2	-14%	-2
CC(C)CCNC(=O)c1ccccc1NC(=O)C1=CSCCO1	10	1%	/	-0.1%	-3%	-4%	18%	4%	-8	/	-15
COc1ccc(OC)c(NC(=O)c2ccc(OCC(=O)N3CCOCC3)c(OC)c2)c1	20	-2%	/	-0.2%	12%	/	2%	-1%	-5	/	-14
COc1ccccc1NC(=O)COC(=O)c1ccc(N2CCCC2=O)cc1	-1	?	/	-1.3%	-12%	/	-1%	2%	9	/	0
COc1ccc(NC(=S)N2CCN(C(=O)C3CCCO3)CC2)c(OC)c1 (configuration not stated)	5	3%	1	-0.7%	-2%	1%	-1%	1%	-4	-3%	-3
CC(C)CN(C(=O)CN1CCN(c2ccc(O)cc2)CC1)c1c(N)n(CC(C)C)c(=O)[nH]c1=O	6	2%	-32*	-0.7%	12%	1%	3%	2%	-3	-27%	19
COc1cccc(CNc2ccccc2O)c1OCc1ccccc1F	3	?	-18	0.1%	4%	-3%	-3%	1%	-2	25%	-4
O=C(CCn1cncn1)N1CCCC(N2CCN(c3cccc(C(F)(F)F)c3)CC2)C1 (configuration not stated)	-8	-5%	4	0.0%	2%	-2%	-11%	-1%	-8	-1%	-1
C=CCSC1=N/C(=C\C=C\c2ccco2)C(=O)S1	7	0%	-8	5.4%	1%	7%	-6%	?	12	24%	-5
O=C(N/N=C\c1ccncc1)c1ccc(Br)s1	0	-8%	1	-1.0%	0%	-3%	4%	0%	1	-2%	-2
c1ccc(CN2CCOCCOCCOCCOCC2)cc1	-5	-19%	0	-0.2%	-2%	2%	0%	0%	-1	-4%	3
CC[C@](C)(O)c1cc2ccccc2c(=O)o1	14	?	/	-0.4%	4%	/	11%	2%	-24	/	9
CCOC(=O)N1CCN(c2ccc(Cl)c(Cl)c2)CC1	10	2%	4	-0.2%	2%	0%	/	-1%	9	10%	-1
O=C(c1nn2c(C(F)(F)F)cc(-c3ccco3)nc2c1Br)N1CCCc2ccccc21	-2	?	7	0.4%	1%	2%	-15%	-2%	-5	6%	20
CCOc1ccc(CNC(=S)N/N=C/c2cccnc2)cc1	-49	-7%	-2	-0.2%	-2%	2%	-19%	0%	14	0%	4
O=C(COC(=O)Cn1[nH]c(=O)c2ccccc2c1=O)Nc1c(Cl)cccc1C(F)(F)F	3	10%	/	-0.2%	0%	/	20%	0%	-7	/	-1
O=C(Nc1ccc2ncccc2c1)c1ccccc1	1	0%	2	-0.1%	-2%	2%	-1%	1%	9	12%	-28
COCCCNC(=O)c1cc2c(=O)n(C)c3ccccc3c2n1C	4	?	-2	0.3%	13%	2%	?	5%	1	-11%	6
CCC(=O)N/C(=N/c1nc(C)cc(C)n1)Nc1ccccc1	13	9%	1	5.4%	-5%	0%	-6%	0%	-2	-6%	2

Molecules above that have a CF3 group, in the order listed:
SMILES	KCNH2 3.1 block	Chronic BCR inh	Coupling enz	B2AR arrestin	Eya2 inh	GALK inh	uPA generation	USP2a block	KCNH2 WT inh	PKM2 act	Giardia killer
O=C(CCn1cncn1)N1CCCC(N2CCN(c3cccc(C(F)(F)F)c3)CC2)C1 (configuration not stated)	-8	-5%	4	0.0%	2%	-2%	-11%	-1%	-8	-1%	-1
O=C(c1nn2c(C(F)(F)F)cc(-c3ccco3)nc2c1Br)N1CCCc2ccccc21	-2	?	7	0.4%	1%	2%	-15%	-2%	-5	6%	20
O=C(COC(=O)Cn1[nH]c(=O)c2ccccc2c1=O)Nc1c(Cl)cccc1C(F)(F)F	3	10%	/	-0.2%	0%	/	20%	0%	-7	/	-1

(listing goes on)
SMILES	KCNH2 3.1 block	Chronic BCR inh	Coupling enz	B2AR arrestin	Eya2 inh	GALK inh	uPA generation	USP2a block	KCNH2 WT inh	PKM2 act	Giardia killer
COc1ccc(OCC(=O)Nc2ccc(S(=O)(=O)N3CCCC3)cc2)cc1	-16	-1%	0	0.3%	?	1%	0%	0%	-14	/	-18
CC(C)Cn1cc(F)c(=O)n(CC(C)C)c1=O	14	11%	1	0.0%	0%	7%	3%	-1%	2	-6%	28
COc1cccc2c1Oc1ncccc1N(C(=O)CCC(=O)NCc1ccccc1Cl)C2	-8	-1%	-2	2.8%	-1%	-3%	7%	2%	-15	/	6
Cc1ccc(S(=O)(=O)c2nnn3c2nc(N2CCC(C(N)=O)CC2)c2ccccc23)cc1	16	0%	0	-0.3%	-11%	7%	3%	-6%	2	6%[0.46 µM]	-1
COc1ccc(NC(=O)/C=C/c2ccc(OC(F)F)cc2)cn1	-75*	16%	-4	-1.4%	17%	5%	-4%	-1%	4	/	-7
Cc1c(-c2ccc(O)cc2)nc2nc(-c3ccccc3)c(-c3ccccc3)nn12	/	?	-4	0.0%	4%	-3%	/	?	/	0%	/
CCc1ccc(C(=O)CSc2nc(C)cc(=O)[nH]2)cc1	-1	?	8	0.4%	11%	-1%	-1%	-2%	-16	9%	-2
Cc1cc(C)cc(N(CC(=O)N2CC=C(c3ccccc3)CC2)S(=O)(=O)c2c(C)noc2C)c1	4	?	1	0.7%	-34%	2%	4%	-8%	-1	1%	5
COc1ccc2[nH]c3c(N4CCc5ccccc5C4)ncnc3c2c1	-3	?	0	-0.7%	12%	/	?	-2%	-1	5%	13
CCn1c(/C=C/c2ccc(F)cc2)nc2ccccc2c1=O	9	?	1	-0.3%	5%	-5%	?	2%	6	0%	-11
COc1ccc(CC(=O)N2CC(C)CC(C)C2)cc1OC (configuration not stated)	15	?	0	-0.3%	4%	0%	-4%	4%	1	0%	-4
Cc1ccc(-n2nc3c(c2NC(=O)c2c(-c4ccccc4Cl)noc2C)CS(=O)(=O)C3)c(C)c1	-12	3%	0	-0.8%	1%	1%	-2%	1%	2	-6%	7
CCN(CC(=O)NCc1cccs1)C(=O)c1cc(Br)ccc1O	-12	0%	/	-0.9%	-10%	/	?	5%	-1	/	1
Cc1cc(C)n(CC(C)NC(=O)CCc2nnc(CCc3ccccc3)o2)n1 (configuration not stated)	-7	8%	3	-0.6%	0%	2%	0%	-1%	0	2%	-9
CN(C(=O)CSc1ncn[nH]1)C1(C#N)CCCCC1	9	1%	/	0.0%	-22%	/	2%	12%	0	/	5
Cc1ccc(C(=O)N2CCN(c3ccccn3)CC2)cc1[N+](=O)[O-]	3	-3%	1	0.1%	-3%	-3%	-5%	1%	23	0%	1
COc1ccc(CCNC(=O)Cn2cccc2C(=O)c2ccccc2)c(OC)c1	4	-16%	2	0.2%	-4%	-1%	-28%	2%	-15	0%	-6
CC(=O)c1cccc(Nc2nc(-c3sc(C)nc3C)cs2)c1	-1	?	4	-0.3%	-3%	4%	-4%	4%	-8	5%	10
NS(=O)(=O)c1ccc(CCNC(=O)C(c2ccccc2)c2ccccc2)cc1	-1	4%	2	-0.2%	17%	-3%	4%	2%	-6	/	8
CCCC(=O)Nc1ccc(NC(=O)CCc2ccccc2)cn1	11	4%	1	-0.3%	7%	12%	-6%	3%	-1	-1%	-6
CC1CCCC(NC(=O)COC(=O)/C=C/c2ccc([N+](=O)[O-])cc2)C1C (configuration not stated)	?	-2%	/	-0.3%	3%	/	6%	3%	34	/	-9
O=C(CNC(=O)c1ccccc1)OCc1nnc(-c2ccccc2)o1	4	?	/	0.3%	11%	/	2%	2%	-4	/	-19
O=C(CN1CCN(CC(=O)Nc2ccc(-c3ccccc3)cc2)CC1)Nc1ccc(F)cc1	-4	?	4	0.2%	12%	-1%	0%	-1%	1	-6%	?
Cc1ccc(NC(=O)C2CC(=O)n3ncnc3N2)cc1C (configuration not stated)	-6	1%	2	0.1%	13%	12%	6%	-1%	1	1%	1
CC1=C(C)SC(=C(C#N)c2nnc(N3CCOCC3)n2-c2ccccc2)S1	0	8%	-3	0.0%	27%	4%	7%	3%	9	-10%	5
